HKDC1 inhibitor: inhibitors of human hexokinase HKDC1; Q2TB90; inhibition, % at 20 µM; hit rate 0.16% among 340,000; recombinant HKDC1, G6PDH/diaphorase resazurin coupled fluorescence;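 active = inhibition above about 35% when tested at 20 µM, limit read from the data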;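 also: plate controls were DMSO wells with enzyme for no effect and DMSO wells lacking enzyme for full effect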
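Material: recombinant HKDC1 hexokinase; Amount: HKDC1 at 5 µg/mL; Medium: Tris pH 8.0 buffer with MgCl2, Tween-20, BSA, BME; Schedule: 90 min reaction incubation at room temperature, dark; Technique: coupled resazurin fluorescence, excitation 525 nm, emission 613 nm.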
Apaf-1 inh: human Apaf-1 inhibition; hit rate 0.71% among 330,000; reconstituted apoptosome caspase-3 activity, DEVD-Rh110 fluorescence; inhibition, % at 20 µM; AID 489030; active = inhibition of at least 40% at 20 µM;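 also: plate controls were DMSO wells for no effect and DEVD-CHO caspase inhibitor wells for full effect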
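Material: reconstituted apoptosome with Apaf-1, cytochrome c, caspase-9, procaspase-3, dATP. Technique: Rh110 fluorescence intensity. Buffer or medium: pH 7.5 Hepes buffer with CHAPS, BSA, DTT. Times: 30 min plus 50 min, RT.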
Gli-Sufu block: Gli-Sufu pathway antagonism | Sufu-KO-LIGHT fibroblasts, Gli luciferase reporter luminescence | inhibition, % at 5 µM | hit rate 0.74% among 340,000;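 active = inhibition above about 55%, limit read from the data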;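 also: 0% = DMSO-treated cells and 100% = wells with medium but no cells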
SENP7 block: SENP7 protease inhibition. hit rate 1.5% among 330,000. AID 434973. inhibition, % at 5 µM. recombinant SENP7, Z-RLRGG-aminoluciferin luminescence, 40 min. Q9BQF6;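 active = inhibition above about 50% at the single test dose, limit read from the data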;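 also: plate controls were DMSO with enzyme for no effect and no enzyme buffer wells for full effect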
Target sequence (Q9BQF6 706-1050 limits assumed): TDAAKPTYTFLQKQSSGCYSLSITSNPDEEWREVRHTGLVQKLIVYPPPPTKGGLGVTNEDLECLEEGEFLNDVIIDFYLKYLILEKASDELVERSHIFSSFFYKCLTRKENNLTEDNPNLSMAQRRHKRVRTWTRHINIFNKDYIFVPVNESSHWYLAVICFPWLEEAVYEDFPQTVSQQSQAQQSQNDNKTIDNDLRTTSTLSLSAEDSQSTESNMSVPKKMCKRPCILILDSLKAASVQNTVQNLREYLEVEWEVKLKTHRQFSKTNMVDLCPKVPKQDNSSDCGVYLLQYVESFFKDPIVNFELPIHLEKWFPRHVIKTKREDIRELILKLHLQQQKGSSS
UBC13 polyUb: inhibitors of human UBC13 polyubiquitin chain formation; TR-FRET; hit rate 0.47% among 330,000; inhibition, % at 20 µM; in the data active = inhibition above about 45%, passing the limit was not always enough
Target sequence (P61088 whole entry, looked up): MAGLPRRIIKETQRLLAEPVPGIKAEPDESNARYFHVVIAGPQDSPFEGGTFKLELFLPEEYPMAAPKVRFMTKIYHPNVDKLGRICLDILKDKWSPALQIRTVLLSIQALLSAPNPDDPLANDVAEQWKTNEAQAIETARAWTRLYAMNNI
SENP8 block: blocks the human protease SENP8 | Q96LD8 | purified SENP8, Z-RLRGG-aminoluciferin cleavage, luminescence | inhibition, % at 10 µM | hit rate 1.2% among 330,000 | AID 2540
Target sequence (Q96LD8 whole entry, looked up): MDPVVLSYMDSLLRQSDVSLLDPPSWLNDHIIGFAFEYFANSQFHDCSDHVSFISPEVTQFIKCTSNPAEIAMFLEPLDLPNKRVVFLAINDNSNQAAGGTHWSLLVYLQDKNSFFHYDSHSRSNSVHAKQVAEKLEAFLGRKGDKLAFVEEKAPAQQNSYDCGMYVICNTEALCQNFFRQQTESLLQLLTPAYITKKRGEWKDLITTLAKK
Jurkat NFkB inh: lowers PMA/ionomycin-induced NF-kB signal in Jurkat cells; PMA/ionomycin-induced NF-kB luciferase reporter, luminescence; hit rate 0.53% among 330,000; inhibition, % at 4 µM
697 NFkB inh: lowers PMA/ionomycin-induced NF-kB signal in 697 B cells | 697 B-cell NF-kB luciferase reporter, 16 h | inhibition, % at 4 µM | hit rate 0.33% among 330,000; in the data active = inhibition above about 35%
* hit, by the source's call; . = not tested or not shown. Rule as the data show it, unless noted: active = inhibition above about 50%; inactive = the rest. No enrichment for hits; 3.6% or so of the library scored in one or more.

1) Cc1ccccc1C(=O)N1CCN(c2ccc(NC(=O)c3ccco3)cc2)CC1
2) CCc1ccccc1NC(=O)C1CCCN1C(=O)NCc1ccccc1 (centres undefined)
3) O=C(O)c1ccc(NS(=O)(=O)c2cccc3cccnc23)cc1
4) O=c1ccc(-c2ccc(S(=O)(=O)Nc3ccccc3)o2)n[nH]1
5) Cc1cc(SCC(=O)NC(=O)NCc2ccco2)nc2ccccc12
6) COc1ccc([N+](=O)[O-])cc1NC1CCN(C(=O)c2cccs2)CC1
7) COc1cc(OC)cc(-c2n[nH]c(=S)n2-c2ccc3c(c2)OCO3)c1
8) COc1cccc2cc(CC(=O)c3ccccc3)c(=O)oc12
compound no.	1	2	3	4	5	6	7	8
HKDC1 inhibitor	-3	0	-2	0	5	-3	12	1
Apaf-1 inh	-7	3	13	-8	13	18	7	2
Gli-Sufu block	14	3	0	-7	1	-6	2	-28
SENP7 block	-1	-5	-9	-5	-5	4	-2	5
UBC13 polyUb	4	-6	-2	-3	14	-15	8	8
SENP8 block	9	-9	-12	2	-2	3	1	-10
Jurkat NFkB inh	11	-1	-4	0	7	-8	-6	-16
697 NFkB inh	-11	3	3	-4	-26	-51	15	-17

9) Cc1nc([N+](=O)[O-])cn1CC(=O)c1ccc(Cl)cc1
10) O=C(NC1CCCCC1)N1CCC(n2c(=O)[nH]c3ccccc32)CC1
11) CC(C)NC(=O)NC(=O)CSc1nnc(COc2ccccc2F)n1C(C)C1CC2CCC1C2 (centres undefined)
12) Cn1nc(-c2ccc(Cl)cc2)cc1NC(=O)CC(C)(C)CC(=O)O
13) NC(=S)NNc1ccc(Cl)c(Cl)c1
14) O=C(Nc1cc(S(=O)(=O)N2CCOCC2)ccc1O)c1ccc(S(=O)(=O)N2CCCCC2)cc1
15) CCOc1cc(-c2nc(-c3ccncc3)no2)cc(OCC)c1OCC
16) CCOc1ccccc1N(CC(=O)NCc1ccco1)C(=O)CCC(=O)Nc1nccs1
compound no.	9	10	11	12	13	14	15	16
HKDC1 inhibitor	-1	5	2	0	5	-3	5	-8
Apaf-1 inh	3	-2	37	-13	-4	-3	5	-2
Gli-Sufu block	-3	3	-2	3	2	-2	-17	6
SENP7 block	-3	-5	2	20	1	-15	-7	-4
UBC13 polyUb	5	3	1	-7	0	-12	11	2
SENP8 block	-3	7	-5	-10	9	-8	-14	-2
Jurkat NFkB inh	-4	9	-10	-13	4	-12	1	7
697 NFkB inh	5	10	-23	-19	9	-2	-3	14

Limited to Jurkat NFkB inh, SENP7 block and Apaf-1 inh (six entries from above):
nr	molecule	Jurkat NFkB inh	SENP7 block	Apaf-1 inh
12	Cn1nc(-c2ccc(Cl)cc2)cc1NC(=O)CC(C)(C)CC(=O)O	-13	20	-13
11	CC(C)NC(=O)NC(=O)CSc1nnc(COc2ccccc2F)n1C(C)C1CC2CCC1C2 (centres undefined)	-10	2	37
14	O=C(Nc1cc(S(=O)(=O)N2CCOCC2)ccc1O)c1ccc(S(=O)(=O)N2CCCCC2)cc1	-12	-15	-3
9	Cc1nc([N+](=O)[O-])cn1CC(=O)c1ccc(Cl)cc1	-4	-3	3
15	CCOc1cc(-c2nc(-c3ccncc3)no2)cc(OCC)c1OCC	1	-7	5
13	NC(=S)NNc1ccc(Cl)c(Cl)c1	4	1	-4

(further entries)
17) C=CCOC(=O)CSCC(NC(=O)OC(C)(C)C)C(=O)OCC (centres undefined)
18) CC(=O)Nc1nc(C)c(Oc2ccccc2)c(=O)[nH]1
19) Cc1ccc(NC(=O)c2ccccc2OCC(=O)Nc2cccc(Cl)c2C)nc1
20) CCOC(=O)C1=C(C)N(CCCC(=O)O)C(=O)NC1c1ccccc1OC(=O)c1cccs1 (centres undefined)
21) O=C(Cc1ccc(-n2c(=O)c3ccccc3n(CC(=O)Nc3ccc(F)cc3F)c2=O)cc1)NCc1ccco1
22) COc1ccc(C(=O)Nc2nc(CC(=O)NCCc3ccccc3OC)cs2)cc1
23) CCCN(Cc1cc2cccc(C)c2[nH]c1=O)S(C)(=O)=O
24) Cc1ccc(-c2nc3cc(C)ccc3o2)cc1
compound no.	17	18	19	20	21	22	23	24
HKDC1 inhibitor	-1	-2	.	.	1	1	-1	6
Apaf-1 inh	12	-2	11	-3	-15	19	11	14
Gli-Sufu block	1	5	.	.	0	-14	37	-1
SENP7 block	-8	0	6	0	-1	3	0	90*
UBC13 polyUb	-1	2	11	-4	6	0	-8	-6
SENP8 block	-4	0	-2	-3	-2	-8	1	89*
Jurkat NFkB inh	1	14	3	11	9	0	-6	-175
697 NFkB inh	1	14	10	16	17	-3	-5	-308

25) O=C(c1ccccc1)c1cc(-c2ccccn2)c(N2CCOCC2)s1
26) Cc1sc2c(c1C)CN(CCN1CCOCC1)CN2C(=O)c1ccccc1
27) CCSc1ncc(/C=N/Nc2ccccc2)n1C
28) Cc1nc2scc(C)n2c(=O)c1S(=O)(=O)N1CCN(c2ccccn2)CC1
29) N#Cc1ccc(COC(=O)c2ccccn2)cc1
30) O=C(c1cccc(S(=O)(=O)N2CCOCC2)c1)N1CCN(S(=O)(=O)c2cccc([N+](=O)[O-])c2)CC1
31) CCN(CC)S(=O)(=O)c1cc(NC(=O)COC(=O)c2c(C)noc2C)ccc1C
32) Cc1cc(NC(=O)CSCC(=O)N2CCN(c3cccc(C(F)(F)F)c3)CC2)no1
compound no.	25	26	27	28	29	30	31	32
HKDC1 inhibitor	-7	-3	-4	-8	.	-1	-3	4
Apaf-1 inh	-5	-1	17	8	-1	5	-6	10
Gli-Sufu block	9	14	-14	3	.	1	4	-6
SENP7 block	-2	2	11	2	6	-2	-1	-4
UBC13 polyUb	4	0	-2	0	8	2	4	-6
SENP8 block	-1	7	-7	1	-6	-3	-8	-4
Jurkat NFkB inh	-3	-8	-32	-19	5	2	16	-12
697 NFkB inh	6	-35	-7	0	18	18	1	-8

Single records (already shown).
Entry for Cc1cc(NC(=O)CSCC(=O)N2CCN(c3cccc(C(F)(F)F)c3)CC2)no1 : HKDC1 inhibitor = 4; Apaf-1 inh = 10; Gli-Sufu block = -6; SENP7 block = -4; UBC13 polyUb = -6; SENP8 block = -4; Jurkat NFkB inh = -12; 697 NFkB inh = -8
Entry for O=C(c1cccc(S(=O)(=O)N2CCOCC2)c1)N1CCN(S(=O)(=O)c2cccc([N+](=O)[O-])c2)CC1 : HKDC1 inhibitor = -1; Apaf-1 inh = 5; Gli-Sufu block = 1; SENP7 block = -2; UBC13 polyUb = 2; SENP8 block = -3; Jurkat NFkB inh = 2; 697 NFkB inh = 18

(further entries)
33) Cc1cc(NC(=O)C2CCN(S(=O)(=O)c3cccs3)CC2)no1
34) Cc1[nH]nc2c1C(c1cccc(OC(=O)N3CCOCC3)c1)C(C#N)=C(N)O2 (centres undefined)
35) Clc1ccc(-c2noc(COc3ccccc3)n2)cc1
36) CSCCC(NC(=O)c1ccccc1)C(=O)N1CCN(C(=O)c2ccccc2)CC1 (centres undefined)
37) CS(=O)(=O)N(CCc1ccccc1)CC(N)=O
38) CCCC(=O)NC(=S)Nc1ccccc1N1CCOCC1
39) COc1ccc(NC(=O)c2cc3c(COC(C)=O)cnc(C)c3oc2=Nc2cccc(C(=O)O)c2)c(OC)c1
40) C=C(C)CN(CC)C(=O)CSc1ccc(S(=O)(=O)N2CCN(C)CC2)cn1
compound no.	33	34	35	36	37	38	39	40
HKDC1 inhibitor	-4	0	-8	-2	-2	-8	1	-6
Apaf-1 inh	8	6	9	-5	-5	-9	4	-2
Gli-Sufu block	-1	3	23	1	0	0	-8	-1
SENP7 block	7	2	4	-10	0	-7	4	-4
UBC13 polyUb	-4	-4	-4	-8	-2	6	-18	2
SENP8 block	-4	-5	-12	-8	-1	1	3	14
Jurkat NFkB inh	-10	2	-15	5	-7	8	-10	-2
697 NFkB inh	-6	9	8	5	19	20	21	-11

41) CC1=CC(=O)OC1Cc1ccncc1 (centres undefined)
42) Cc1cccc(C)c1OCC(=O)NNC(=O)c1ccoc1C
43) CCCOc1ccc(Cl)cc1CNc1ccccc1
44) CCCc1sc(N2CCCC(C(N)=O)C2)nc1-c1ccccc1 (centres undefined)
45) Cc1cc(NC(=O)CSc2[nH]c(=O)cc(C(F)(F)F)c2C#N)no1
46) Cc1cc(-n2cnc(-c3cn[nH]c3C)n2)no1
47) Cc1cc(NS(=O)(=O)c2ccc(C3CCCCC3)cc2)no1
48) COCCN1C(=S)NC(c2cccc(C(F)(F)F)c2)C(C(=O)N2CCOCC2)=C1C (centres undefined)
compound no.	41	42	43	44	45	46	47	48
HKDC1 inhibitor	-1	-8	3	11	7	-1	-7	-8
Apaf-1 inh	-6	-3	2	6	4	0	9	5
Gli-Sufu block	3	2	2	-6	15	-7	2	15
SENP7 block	0	3	3	-11	-10	-11	-6	-8
UBC13 polyUb	0	2	7	-1	-17	2	-16	-15
SENP8 block	1	1	-5	-11	-12	-15	-10	-2
Jurkat NFkB inh	-15	5	-3	-17	-9	-12	-22	8
697 NFkB inh	-20	0	-3	10	22	-5	-25	-8

49) O=C(O)c1ccccc1C(=O)Nc1ccc(S(=O)(=O)NC2CCCCC2)cc1
50) CCCC(C(=O)NCC1CCCO1)N(Cc1ccco1)C(=O)CNS(=O)(=O)c1ccccc1 (centres undefined)
51) Cc1ccc(NC(=O)CSc2ncccn2)c([N+](=O)[O-])c1
52) CCOc1ccc2nc(NC(=O)CS(=O)(=O)c3ccccc3)sc2c1
53) Cc1cccn(Cc2c(F)cccc2Cl)c1=O
54) NC(=O)[C@@H]1CC2(CC(c3cccc(NC(=O)COc4ccc(Cl)cc4)c3)=NO2)CN1C(=O)c1ccccc1 (some centres undefined)
55) CC(OC(=O)CN1C(=O)c2ccccc2C1=O)C(=O)NC1CCCCC1 (centres undefined)
56) O=C(NCc1ccc(Cl)cc1Cl)c1ccc2nc[nH]c2c1
57) O=C(NC1CC1)c1ccc2c(c1)C1C3CCC(C3)C1C(c1ccccc1)N2 (centres undefined)
compound no.	49	50	51	52	53	54	55	56	57
HKDC1 inhibitor	-9	-2	2	-5	-6	-2	-4	3	1
Apaf-1 inh	-2	3	-6	5	15	17	1	7	14
Gli-Sufu block	-1	-1	-13	2	5	-12	-2	3	28
SENP7 block	-1	8	-1	3	-13	0	-4	-2	13
UBC13 polyUb	-16	-4	-1	6	-7	8	6	-10	-1
SENP8 block	-6	-8	-2	9	-6	3	2	-4	4
Jurkat NFkB inh	2	-4	-2	0	7	6	-5	11	9
697 NFkB inh	5	10	-6	11	-9	4	9	-25	10

Compound activity deposited in PubChem by Sanford-Burnham Center for Chemical Genomics.
